Compound activity deposited in PubChem BioAssay by several laboratories.
Efflux pump mplx: antifungal efflux pump inhibition, Nile Red retention. inhibition, % at 10 µM. AID 485275. actives 0.44% (n = 330,000). S. cerevisiae Candida pump triplex;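 active means plate passing quality check with inhibition over a set limit, or well fluorescence over plate mean plus 4 SD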;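 further: Nile Red retained in pooled yeast measured as flow cytometry median fluorescence; 0% = buffer negative control and 100% = Enniatin B positive control; higher means more Nile Red kept so more efflux inhibition; some compounds called inactive have numbers as strong as hits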
ZTA DNA inh: counter-screen for EBNA-1 inhibitors: inhibitors of Epstein-Barr virus ZTA | ZTA-DNA binding, fluorescence polarization | inhibition, % at 11 µM | actives 0.15% (n = 320,000); in the data active means inhibition above about 33%
GLD-1 RNA inh: GLD-1-TGE RNA interaction inhibition (C. elegans); Q17339; purified GLD-1 + fluorescein TGE RNA, fluorescence polarization; inhibition, % at 5.96 µM; actives 0.44% (n = 320,000); AID 2280;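 active means percent inhibition above a per-plate cutoff, the plate mean of test compounds plus 3 SD, cut at about 30% in these data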;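 further: 0% = DMSO wells with GLD-1 and probe and 100% = wells lacking GLD-1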
Target sequence (Q17339 whole entry, looked up): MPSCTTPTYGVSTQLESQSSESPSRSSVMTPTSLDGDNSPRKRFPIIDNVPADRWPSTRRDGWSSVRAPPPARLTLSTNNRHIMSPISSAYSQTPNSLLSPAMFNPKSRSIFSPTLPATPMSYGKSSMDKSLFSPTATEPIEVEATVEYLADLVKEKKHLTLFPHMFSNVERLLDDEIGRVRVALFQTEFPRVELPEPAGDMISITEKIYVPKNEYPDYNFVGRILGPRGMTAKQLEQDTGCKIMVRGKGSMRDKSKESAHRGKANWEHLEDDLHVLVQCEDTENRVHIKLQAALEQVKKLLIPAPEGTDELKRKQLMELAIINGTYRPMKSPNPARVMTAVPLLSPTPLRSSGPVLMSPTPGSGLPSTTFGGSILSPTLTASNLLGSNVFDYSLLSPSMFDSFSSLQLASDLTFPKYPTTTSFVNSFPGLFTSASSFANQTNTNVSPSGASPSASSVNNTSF
CR mimetic SO: lowers age-related superoxide in aged yeast cells | S. cerevisiae aged cells, superoxide DHE fluorescence; stronger effect = lower value | superoxide response (% of plate mean), % at 10 µM | actives 0.18% (n = 330,000);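 active means superoxide response under a set limit, about three screen SD below normal, cut at about 65% in these data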;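 further: yeast aged for seven days with compound at 30 °C before DHE staining; 100% = average MFI of all compound-treated wells on the plate with controls excluded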
Bcl-xL primary: Bcl-xL (human) inhibition. GST-Bcl-xL / FITC-Bim BH3 peptide fluorescence polarization. Q07817. actives 0.7% (n = 320,000). inhibition, % at 10.9 µM. AID 2129;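 active means inhibition above the mean of all tested compounds plus 3 SD, cutoff set per campaign, cut at about 30% in these data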;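 further: 0% = DMSO wells and 100% = unlabeled Bim-BH3 peptide competitor; inhibitors lower millipolarization by displacing the labeled peptide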
Target sequence (Q07817 whole entry, looked up): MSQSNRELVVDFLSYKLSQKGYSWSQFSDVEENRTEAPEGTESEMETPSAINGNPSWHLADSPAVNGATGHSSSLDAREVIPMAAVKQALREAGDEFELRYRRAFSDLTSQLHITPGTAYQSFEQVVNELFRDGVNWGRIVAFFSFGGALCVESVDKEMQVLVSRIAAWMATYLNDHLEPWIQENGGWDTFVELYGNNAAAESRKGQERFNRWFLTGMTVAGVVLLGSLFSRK
Fam108B counter: Fam108B inhibition, counter-screen for RBBP9 inhibitors. actives 0.33% (n = 300,000). inhibition, % at 9.51 µM. recombinant Fam108B, FP-Rh probe fluorescence polarization;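 active means inhibition above the screen mean inhibition plus 3 SD, computed separately per campaign, cut at about 18% in these data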;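 further: inhibitors lower polarization as less probe binds the enzyme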
MCL1 BIM primary: MCL1-BIM-BH3 interaction inhibition (human); Q07820; GST-MCL1 / FITC-Bim-BH3 fluorescence polarization; inhibition, % at 10.9 µM; actives 0.68% (n = 320,000);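 active means inhibition above the mean inhibition of all tested compounds plus 3 SD, set per campaign, cut at about 40% in these data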;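 further: 0% = DMSO wells and 100% = unlabeled Bim-BH3 peptide control; higher means more loss of mP so more displacement of Bim peptide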
MEX-5 binding: C. elegans MEX-5 TCR-2 RNA binding activity; Q9XUB2; MEX-5/FITC-TCR2 RNA binding, fluorescence polarization; stronger effect = lower value; activity score (negative = inhibition of binding), % at 10 µM; actives 0.38% (n = 300,000);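 active means inhibition past about -25% in most replicates, and total fluorescence under double the plate's negative control median, limit read from the data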;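 further: 0% = DMSO and -100% = 5 µM competing unlabeled TCR2 RNA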
EBNA-1 inhibitor: blocks EBNA-1 binding to DNA. EBNA-1 DNA binding, fluorescence polarization. inhibition, % at 14.8 µM. actives 0.34% (n = 300,000); in the data active means inhibition above about 28%
The depositor's hits bear a star; . = not tested or not shown.

molecule	Efflux pump mplx	ZTA DNA inh	GLD-1 RNA inh	CR mimetic SO	Bcl-xL primary	Fam108B counter	MCL1 BIM primary	MEX-5 binding	EBNA-1 inhibitor
C=C(C)C(=O)N1CC2(CC(c3cccc(NC(=O)CC)c3)=NO2)C[C@H]1C(N)=O (stereo partly drawn)	-0.1	-15	9	98	7	-1	11	0.2	-8
O=C(CN1CCCC1)Nc1c(C(=O)C2CC2)oc2ccccc12	-0.1	4	5	119	3	5	1	2.5	-3
CC(=NCCN1CCN(C(C)=C2C(=O)c3ccccc3C2=O)CC1)C1=C(O)CC(C)(C)CC1=O	-1.0	7	6	99	9	1	14	0.4	-4
O=C(CSc1nc2[nH]ncc2c(=O)[nH]1)NCc1ccccc1	0.3	-8	3	94	6	2	-5	0.0	-8
CN(C)C(=O)/C=C\c1cn(-c2ccccc2)nc1-c1ccc2c(c1)OCCO2	0.1	-6	3	100	4	-4	4	0.4	-6
CCOCCCNC(=O)/C(C#N)=C/c1ccc([N+](=O)[O-])o1	0.9*	1	46*	109	34*	-30	34	-1.2	-3
O=C(Nc1cccc(F)c1)OC(CN1CCCCC1)C(F)(F)F (stereo not drawn)	-0.1	-11	8	89	2	0	-2	-1.8	1
O=C(CSc1nncc2ccccc12)N1CCCCC1	0.0	-22	2	100	-3	0	3	-0.9	-15
CC(=O)Nc1cccc(NC(=O)c2cc3ccccc3o2)c1	-0.2	17	1	93	4	1	1	-1.4	-2
CCCC(C(=O)N1CCOCC1)N1C(=O)C2C3C=CC(C3)C2C1=O (stereo not drawn)	0.0	-18	7	114	4	-1	0	-0.7	-4
Cc1cc(C)c(NC(=O)CNC(=O)CNC(=O)C2CCCCC2)c(C)c1	-0.1	10	5	94	-1	.	4	.	.
Cc1cc(/C=C2\SC(=S)NC2=O)cc(C)c1O	0.1	-3	-24	105	-18	-64	-42	17	-13
Cc1cc(NC(=O)NC2CCCN2S(=O)(=O)c2ccc(Cl)cc2)no1 (stereo not drawn)	0.3	-7	-1	108	4	2	2	-1.5	8
c1ccc(Oc2cccc(CN3CCCCC3)c2)cc1	0.0	-6	1	101	3	1	2	-2.1	10
Cc1noc2ncnc(SCc3ccc(C(F)(F)F)cc3)c12	-0.1	-9	-1	102	2	1	13	0.7	-3
COc1ccc(N2CC(C(=O)Nc3ccc4c(c3)OCCO4)CC2=O)cc1 (stereo not drawn)	0.0	-6	0	103	-1	1	-2	1.6	-2
COc1ccc(-c2noc(CN3C(=O)c4ccccc4C3=O)n2)cc1	-0.2	-4	6	98	3	-4	3	-0.7	5
Cc1cc(NC(=O)CCN2C(=O)/C(=C/c3ccccc3F)SC2=S)no1	-0.1	1	-8	108	2	-2	3	1.5	-5
O=C(COC(=O)c1ccc(F)cc1)Nc1nc2ccc([N+](=O)[O-])cc2s1	0.0	10	-1	94	0	-7	-5	-4.3	0
CCCN(CC(=O)Nc1ccccc1C)C(=O)C1CCCN(C(=O)c2ccc(Cl)cc2)C1 (stereo not drawn)	-0.2	-15	2	98	-3	.	-4	.	.
O=C(O)c1ccc(Nc2cnc3ccccc3n2)cc1	0.0	-5	4	103	5	-2	-1	1.0	-3
CCOC(=O)c1cnc2ccc(Br)cc2c1NCCO	0.1	0	4	87	7	0	0	1.6	-2
O=[N+]([O-])c1ccc(N2CCN(c3ccc(O)cc3)CC2)cn1	-0.1	10	7	95	19	-1	24	-1.5	0
Cn1c(=O)c2ccccc2n(CC(=O)NC2CCCC2)c1=O	0.0	5	9	106	4	0	-1	-2.4	-16

Complete entries, looked up by structure. Order of values: Efflux pump mplx	ZTA DNA inh	GLD-1 RNA inh	CR mimetic SO	Bcl-xL primary	Fam108B counter	MCL1 BIM primary	MEX-5 binding	EBNA-1 inhibitor
Profile of `CCOC(=O)c1cnc2ccc(Br)cc2c1NCCO` = 0.1	0	4	87	7	0	0	1.6	-2
Profile of `COc1ccc(-c2noc(CN3C(=O)c4ccccc4C3=O)n2)cc1` = -0.2	-4	6	98	3	-4	3	-0.7	5

With a hit mark in GLD-1 RNA inh, of those listed so far:
| Compound | Efflux pump mplx | GLD-1 RNA inh | Bcl-xL primary | MCL1 BIM primary | MEX-5 binding | EBNA-1 inhibitor |
| --- | --- | --- | --- | --- | --- | --- |
| CCOCCCNC(=O)/C(C#N)=C/c1ccc([N+](=O)[O-])o1 | 0.9* | 46* | 34* | 34 | -1.2 | -3 |

Next section.
molecule	Efflux pump mplx	ZTA DNA inh	GLD-1 RNA inh	CR mimetic SO	Bcl-xL primary	Fam108B counter	MCL1 BIM primary	MEX-5 binding	EBNA-1 inhibitor
CC1CCCN(C(=O)COc2ccc(-c3ccccc3)cc2)C1 (stereo not drawn)	-0.1	-11	-6	108	6	-4	4	1.9	-3
Cc1ccc(-n2nc(C)c3onc(C)c3c2=O)cc1	0.0	1	3	101	8	0	5	1.0	-1
O=C(Nc1ccc2c(c1)OCO2)c1cc(-c2ccccc2Cl)on1	-0.1	-11	1	103	-8	-2	-5	0.1	3
COc1cc2c(cc1OC)C(c1ccccc1)N(C(=O)c1ccccc1)CC2 (stereo not drawn)	0.0	9	9	94	7	0	6	-0.2	4
CCOc1ccc2nc(NCCCNS(=O)(=O)c3ccc(C)cc3)c(C#N)cc2c1	0.5	12	9	136	1	-3	3	-1.4	-3
CC1(C)CC(=O)C2=C(C1)NC(SCC(N)=O)=C(C#N)C21CCCCC1	-0.1	-1	4	110	7	-4	9	0.6	12
CC(C)CC(NC(=O)C(NC(=O)OC(C)(C)C)C(C)C)C(=O)N1CCCC1C(N)=O (stereo not drawn)	0.0	9	-4	110	6	0	1	-3.4	4
COC(=O)Cc1ccc(NC(=S)NCC(C)C)cc1	-0.1	-9	6	98	0	0	4	2.0	5
CCCCC(c1nnnn1CC1CCCO1)N1CCN(Cc2ccccc2)CC1 (stereo not drawn)	0.1	-1	6	101	4	-3	8	-1.4	-1
O=C(/C=C/c1ccco1)Nc1cccc2cccnc12	0.2	11	30	101	51*	-3	37	-6.8	-5
Cn1cc(C(=O)N2CCN(c3ccccc3)CC2)c(=O)c2cc(S(=O)(=O)N3CCOCC3)ccc21	-0.1	19	1	108	5	2	2	-0.2	2
CCN(CC1CCCN(CCc2cccc(F)c2)C1)C(=O)c1ccc(CSC)o1 (stereo not drawn)	0.0	-21	-3	97	2	4	8	0.7	-1
COc1ccc(-c2csc3nc(C)n(-n4cccc4)c(=O)c23)cc1OC	0.0	2	8	98	0	5	-5	2.3	15
Cc1onc(-c2ccccc2Cl)c1C(=O)Nc1ccc(-c2cn3cccnc3n2)cc1	0.2	1	6	125	-2	-7	-10	0.5	-11
CN(C)C(=O)c1cc(C(=O)c2ccccc2)c[nH]1	0.0	3	-8	89	3	3	3	1.8	-5
O=C(Cn1nc(-c2ccco2)ccc1=O)Nc1ccc(Br)cc1	0.2	2	-15	121	-5	-5	-9	1.1	-20

Filtered by structure, the compounds so far containing a cyano group
molecule	Efflux pump mplx	ZTA DNA inh	GLD-1 RNA inh	CR mimetic SO	Bcl-xL primary	Fam108B counter	MCL1 BIM primary	MEX-5 binding	EBNA-1 inhibitor
CCOCCCNC(=O)/C(C#N)=C/c1ccc([N+](=O)[O-])o1	0.9*	1	46*	109	34*	-30	34	-1.2	-3
CCOc1ccc2nc(NCCCNS(=O)(=O)c3ccc(C)cc3)c(C#N)cc2c1	0.5	12	9	136	1	-3	3	-1.4	-3
CC1(C)CC(=O)C2=C(C1)NC(SCC(N)=O)=C(C#N)C21CCCCC1	-0.1	-1	4	110	7	-4	9	0.6	12

New compounds follow.
molecule	Efflux pump mplx	ZTA DNA inh	GLD-1 RNA inh	CR mimetic SO	Bcl-xL primary	Fam108B counter	MCL1 BIM primary	MEX-5 binding	EBNA-1 inhibitor
CCOCCCN1C(=O)CN(C2CCCCCC2)C(=O)C1c1ccc(OC)cc1 (stereo not drawn)	-0.1	-4	3	80	2	6	-2	-2.6	-1
CCN(CC(=O)Nc1ccc2c(c1)OCO2)CC(=O)Nc1ccccc1C(F)(F)F	0.2	-2	-3	93	3	.	4	.	.
Oc1ccccc1-c1nc(N2CCN(Cc3ccccc3)CC2)c2ccccc2n1	-0.2	-6	4	94	2	1	-2	-2.6	3
CCOC(=O)NC(=O)C(=CNc1ccc(C)cc1)C(=O)NC(=O)OCC	-0.2	-12	1	106	5	6	5	1.5	2
C[S+](CC[C@H](N)C(=O)O)C[C@H]1O[C@@H](n2cnc3c(N)ncnc32)[C@H](O)[C@@H]1O (stereo partly drawn)	0.0	-12	7	104	-4	2	-2	.	-9
Cc1cnc(NC(=O)CSC(=S)N2CCOCC2)s1	0.1	-2	-6	100	0	2	5	0.2	-10
NCCc1nnc(SCc2c(F)cccc2Cl)o1	0.1	4	4	89	1	-2	-4	-0.5	9
COc1ccc(C2CC(c3ccccc3)=NN2C(=O)CN2CCN(Cc3ccccc3)CC2)cc1 (stereo not drawn)	0.1	-22	2	87	0	3	0	2.0	-2
CC(NS(=O)(=O)c1ccccc1)C(=O)Nc1nccs1 (stereo not drawn)	-0.2	17	-4	96	7	1	16	-1.1	-12
CCCCNC(=O)Nc1nnc(-c2ccccc2)o1	0.1	4	2	100	2	-1	8	0.3	4
Cc1ccc(OCC(=O)N/N=C/c2cn[nH]c2-c2ccc(Cl)c(Cl)c2)cc1	0.1	1	11	106	5	-25	2	0.1	4
